GPT2 inh: inhibitors of human GPT2 alanine aminotransferase; hit rate 0.25% among 100,000; Recombinant GPT2, coupled pyruvate oxidase/HRP Amplex Red fluorescence; Q8TD30; Potency, µM (highest dose often 57.7 µM), for the others: at the highest dose activity change, negative = inhibition, actives largely listed as inhibitors; AID 1671188; note: potency is the fitted concentration of half-maximal effect; nearly all actives have a fitted effect of over 60% in size; many of its hits are not listed in these tables
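Recombinant GPT2 (10ng/uL) with 250uM a-KG and 2mM L-alanine, 30 min at room temperature, in HEPES pH 7.5 buffer. Pyruvate detected by pyruvate oxidase/HRP/Amplex Red fluorescence after 30 min in the dark; AOA (50uM) as positive control.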
HEK293 tox: kills HEK 293 cells; HEK 293 viability, ATP luminescence (CellTiter-Glo), 48-72 h; Potency, µM (series often up to 115 µM), for inactives: at the highest dose activity change, negative = cytotoxicity, hits mostly inhibitors; hit rate 6.6% among 94,000; note: potency is the fitted concentration of half-maximal effect; nearly all actives have a fitted effect of over 60% in size
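Cytotoxicity was scored by loss of ATP-coupled luminescence (CellTiter-Glo) in HEK 293 cells. Compound treatment ran 48 or 72 hr at 37 degree Celsius, 5% CO2, 95% humidity.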
Luciferase inh: Photinus pyralis luciferase inhibition; AID 1347043; purified P. pyralis luciferase, luminescence, biochemical; Potency, µM (series often up to 115 µM), without a hit: top-dose activity change, negative = inhibition, actives largely listed as inhibitors; hit rate 2.5% among 76,000; P08659; note: potency is the fitted concentration of half-maximal effect; nearly all actives have a fitted effect of over 65% in size
Target sequence (P08659 whole entry, looked up): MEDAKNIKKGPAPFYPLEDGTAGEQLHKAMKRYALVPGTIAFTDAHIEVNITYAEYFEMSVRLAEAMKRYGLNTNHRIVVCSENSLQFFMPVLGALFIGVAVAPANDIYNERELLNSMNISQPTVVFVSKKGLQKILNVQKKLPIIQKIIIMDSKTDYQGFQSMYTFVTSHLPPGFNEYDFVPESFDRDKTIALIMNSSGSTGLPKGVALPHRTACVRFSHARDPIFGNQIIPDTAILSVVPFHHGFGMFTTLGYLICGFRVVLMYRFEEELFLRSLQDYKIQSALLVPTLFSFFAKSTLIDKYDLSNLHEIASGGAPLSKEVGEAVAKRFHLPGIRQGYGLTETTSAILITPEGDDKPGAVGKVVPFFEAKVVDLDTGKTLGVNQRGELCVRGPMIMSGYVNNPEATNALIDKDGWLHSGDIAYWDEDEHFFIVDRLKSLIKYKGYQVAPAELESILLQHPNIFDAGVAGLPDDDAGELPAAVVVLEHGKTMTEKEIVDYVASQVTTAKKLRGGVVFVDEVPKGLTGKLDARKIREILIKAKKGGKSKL
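FLuc 10nM, D-luciferin 10uM, ATP 10uM, Mg acetate 10mM, Tris acetate pH 7.5, Tween/BSA; cpd qHTS; enzyme added last; CCD luminescence.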
NIH3T3 tox: kills NIH 3T3 cells | NIH 3T3 viability, CellTiter-Glo ATP luminescence, 48-72 h | Potency, µM (titrated, usually from 96.7 µM), for the others: at the highest dose activity change, negative = cytotoxicity, hits mostly inhibitors | hit rate 4.3% among 94,000 | AID 1345082; note: potency is the fitted concentration of half-maximal effect; nearly all actives have a fitted effect of over 55% in size
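Viability of NIH 3T3 cells after 48 or 72 hr compound treatment at 37 °C was assessed by CellTiter-Glo, with luminescence imaged following a 10 min room-temperature step.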
SNCA viab count: counter-screen for SNCA expression inhibitors: cell viability; AID 1671193; hit rate 0.12% among 150,000; Potency, µM (titrated, usually from 57.1 µM), for the others: at the highest dose activity change, negative = cytotoxicity, most hits filed as cytotoxic; HEK-293-SNCA-luc viability, GF-AFC fluorescence, 24 h;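 note: potency is the fitted concentration of half-maximal effect; 0% = DMSO-treated cells and -100% = medium-only wells without cells; nearly all actives have a fitted effect of over 30% in size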
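Cytotoxicity counterscreen: after 24 h compound treatment of genome-edited SNCA-luciferase HEK-293 cells, live-cell protease substrate GF-AFC read by fluorescence after 30 min; activity scaled between DMSO (0%) and medium-only (-100%), curves Hill-fitted.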
IP6K1 inhibitor: IP6K1 kinase inhibition. AID 1645851. IP6K1 kinase, ADP-Glo luminescence, 2 h; stronger effect = lower value. activity change, % (series mostly up to about 58 µM). hit rate 0.81% among 140,000; in the data active = activity change below about -25%
Target sequence (Q92551 whole entry, looked up): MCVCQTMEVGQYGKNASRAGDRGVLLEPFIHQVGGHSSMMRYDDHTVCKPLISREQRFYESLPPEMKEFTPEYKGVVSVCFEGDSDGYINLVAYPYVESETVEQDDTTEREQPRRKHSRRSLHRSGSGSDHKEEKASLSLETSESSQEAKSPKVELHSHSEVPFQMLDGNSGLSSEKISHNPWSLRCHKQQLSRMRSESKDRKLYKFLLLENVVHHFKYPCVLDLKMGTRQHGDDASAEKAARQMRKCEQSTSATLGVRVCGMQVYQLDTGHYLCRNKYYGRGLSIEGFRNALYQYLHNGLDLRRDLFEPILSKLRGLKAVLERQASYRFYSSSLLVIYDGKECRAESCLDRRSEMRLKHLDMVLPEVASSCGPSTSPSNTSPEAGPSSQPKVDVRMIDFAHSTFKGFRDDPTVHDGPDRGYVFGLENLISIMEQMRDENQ
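ADP-Glo luminescence measures ADP made by human IP6K1 during a 2 h RT reaction with ATP/IP6 (mix at 1.3 mM/130 uM); top library doses 57.5 and 19.1 uM final.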
SNCA expr inhib: reduces expression of the alpha-synuclein gene; hit rate 0.17% among 140,000; Potency, µM (series often up to 57.2 µM), without a hit: at the top dose activity change, negative = inhibition, usual class: inhibitors; HEK-293 SNCA-luciferase knock-in, luminescence, 24 h;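 note: potency is the fitted concentration of half-maximal effect; plate controls were DMSO cells for no effect and cell-free wells for full effect; nearly all actives have a fitted effect of over 45% in size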
Active calls of the source: *; i = inactive; ? = inconclusive; . = no result given; [ ] = remark or other dose. Unless noted, calls come from the whole dose curve; as a rule, active = well fitted curve in the direction sought with a large enough effect; inconclusive = small, poorly fitted or top-dose-only effect, or another doubt; inactive = no such curve, though single readings can be large; an effect the other way counts as inactive or inconclusive. Unless noted, % is set by controls: 0 for no effect and ±100 for the full control effect. This is a subset, so the mix of outcomes need not match the whole.

SMILES	GPT2 inh	HEK293 tox	Luciferase inh	NIH3T3 tox	SNCA viab count	IP6K1 inhibitor	SNCA expr inhib
O=C(c1cccc(C(F)(F)F)c1)N1CCC(Oc2ncccc2C(=O)N2CCCCC2)C1 (configuration not stated)	2%	-5%	8%	?	3%	1	7%
COC(=O)c1sccc1S(=O)(=O)N1CCN(c2ccc(C(C)=O)cc2)CC1	.	.	.	.	?	1	33%[activator]
COc1ccc2c(c1O)OC[C@H]1c3ccc(O)cc3O[C@@H]21	i	.	.	.	-8%	18	.
Cc1ccc(NC(=O)C(Cc2ccccc2)NS(=O)(=O)c2ccc3c(c2)CCC(=O)N3)cc1 (configuration not stated)	.	.	.	.	4%	-8	-7%
Cc1ccc(OCc2nc(C3CN(C(=O)c4ccc(Cn5nc(C)cc5C)o4)C3)no2)cc1	?	?	-8%	?	?	18	?
CC(C)c1ccc(CNc2nc(-c3ccco3)nn2S(=O)(=O)c2ccccc2)cc1	.	.	.	.	-1%	-6	62%[activator]
O=C(NCCN1CCNC1=O)c1cnc2n1CCN(Cc1nccs1)CC2	i	-33%[172 µM]	-11%[172 µM]	?	12%[87.6 µM]	151	-7%[87.6 µM]
Cc1ccc(OCCSc2nc3ccccc3n2CC(=O)NC(C)C)cc1	.	.	.	.	12%	26	31%[activator]
N#CC1CCN(C(=O)c2nc(-c3ccc(Cl)cc3Cl)c3ccccn23)CC1	i	?	?	?	-10%	20	53%[activator]
Cc1ccc(-c2c(C(=O)NCc3ccccc3F)nc3sccn23)cc1	-6%	-5%	.	-10%	4%	5	28%
O=C(Cc1ccc(F)cc1)N1CCC(c2n[nH]c(=O)n2Cc2ccc(F)cc2)CC1	i	-4%	-2%	-3%	-4%	8	-7%
O=C1NC(=NC2CCCC2)C2(CCN(Cc3ccccc3)C2)N1c1cc(F)cc(F)c1 (configuration not stated)	i	?	.	?	-11%	-3	-14%
O=C(NCc1ccco1)C1CCc2sc(C(=O)N3CCCCCC3)cc2C1 (configuration not stated)	i	?	-3%	?	-8%	21	-4%
Cc1cc(C)n(CC(=O)N2CCCn3ccnc3C2c2ccccc2)n1 (configuration not stated)	4%	1%	5%	-6%	-1%	0	4%
Cc1ccc(C)c(-c2[nH]ncc2CN2CCCC(CO)(CCc3ccccc3)C2)c1 (configuration not stated)	?	?	3%	?	0%	16	3%
CCc1ccc(S(=O)(=O)c2nnn3c2nc(NCCc2ccccc2)c2sccc23)cc1	.	.	.	.	-6%	6	?
Cc1cn([C@H]2C[C@H](F)[C@@H](CO)O2)c(=O)[nH]c1=O	4%	.	.	.	-12%[23.9 µM]	-9	8%[25.6 µM]
COCC1CN(S(=O)(=O)c2ccc(F)c(C)c2)CC12CCNCC2 (configuration not stated)	i	-1%	6%	-16%	6%	17	10%
COc1cccc(-c2c(C(=O)NCc3cccnc3)nc3sccn23)c1	4%	-6%	.	-9%	-3%	-5	32%[activator]
CCc1ccc(CNC(=O)c2ccc3c(c2)c(C)c(C)n3Cc2ccccc2)cc1	.	.	.	.	-5%	-10	0%
O=C(O)Cc1ccc(OCCNC[C@H](O)c2ccccc2)cc1	2%	.	.	.	21%[23.9 µM]	9	-16%[25.6 µM]
Cc1ccncc1C(=O)N1C[C@@H](Oc2ccccc2)C[C@H]1C(=O)N1CCOCC1	-10%	i	4%	-2%	-1%	31	-5%
Cc1nn(C)c(C)c1S(=O)(=O)N1CCCC1c1noc(COc2ccc(F)cc2)n1 (configuration not stated)	i	?	8%	-23%	3%	-12	-3%
CCc1nc(C)sc1C(=O)N1C[C@@H](CN2CCCN(C)CC2)[C@@H](CO)C1	i	-15%	1%	-15%	-6%	15	-15%
CC1CCCN(C(=O)Cn2c(=O)n(CC3CCC(C(=O)NC(C)C)CC3)c(=O)c3sccc32)C1 (configuration not stated)	.	.	.	.	-16%	-3	23%
CCOC(=O)N1CCc2c(sc3c2c(=O)n(-c2ccc(CC)cc2)c(=O)n3Cc2cc(C)ccc2C)C1	.	.	.	.	12%	17	22%
COc1ccc(C2Cn3cnc(C(=O)N4CCC(C(=O)Nc5ccc(C)c(C)c5)CC4)c3CO2)cc1 (configuration not stated)	i	-1%	-25%	i	-6%	-1	-13%
c1ccc(-c2noc(-c3cncnc3N3CCN(c4ccccc4)CC3)n2)cc1	1%	45µM*	?	?	3%	-13	55%[activator]
Cc1ccc(Cl)cc1NC(=O)Cn1c(=O)n(CCCS(=O)(=O)C2CCCCC2)c(=O)c2ccccc21	.	.	.	.	-12%	-10	-26%
CCOC(=O)N1CCN(Cc2nc3cc(NC(=O)c4ccccc4OC)ccc3n2C(C)C)CC1	.	.	.	.	-15%	-57*	38%
CN(C(=O)Nc1ccccc1)C1CCc2nn(CC3CC3)c(=O)n2CC1 (configuration not stated)	-6%	4%	.	-6%	?	1	2%
Cc1cn2nc(C(=O)Nc3ccc(F)cc3C)cc2c(N(C)Cc2ccccc2)n1	i	?	0%	?	2%	1	16%
COc1cc(NC(=O)N2CCC(CN3CCCC3)CC2)cc(OC)c1OC	.	.	.	.	-2%	11	-17%
O=C(c1ccc(F)cc1)N1CCn2c(nnc2-c2ccccc2)C1	i	-9%[172 µM]	2%[172 µM]	-28%[138 µM]	11%[87.6 µM]	15	-11%[87.6 µM]
CN(CC1CCOCC1)C(=O)Nc1cc(F)ccc1F	i	-4%	6%	i	-9%	14	-4%
CSc1ncc(C(=O)Nc2cc(C)cc(C)c2)c(-c2ccccc2)n1	.	.	.	.	-17%	-20	-5%
CC(C)(C)C1CCC2(CC1)NC(=O)N(CC(=O)N1CCN(c3ccccc3F)CC1)C2=O (configuration not stated)	-6%	?	1%	-8%	-9%	7	?
CN(C)c1ccc(C(=O)N[C@H]2C[C@H]3C(=O)NC[C@@H](CCC(=O)N4CCCCC4)N3C2)cc1	-3%	i	-4%	i	-3%	-2	?
N[C@H](CSC(c1ccccc1)(c1ccccc1)c1ccccc1)C(=O)O	-1%	.	.	.	4%	.	5%
COc1ccc(CC(=O)N2CCC(c3n[nH]c(=O)n3-c3ccccc3)CC2)cc1Cl	i	3%	0%	?	1%	2	-1%
COc1cccc(C2=NOC(C(=O)NC(C)C)C2)c1 (configuration not stated)	1%	6%	1%	i	-5%	-11	-6%
CCn1ccc2oc(C)c(C(=O)NCc3ccc(F)cc3Cl)c2c1=O	i	?	-20%	?	5%	-1	-8%
COc1ccc(NC(=O)C2=C(C)Nc3nc(SCc4ccccc4)nn3C2c2cc(OC)ccc2OC)cc1 (configuration not stated)	.	.	.	.	-6%	-1	0%
Cc1ccccc1C(=O)N1CC(c2nnc(C(C)C)o2)C2(CCOCC2)C1 (configuration not stated)	?	-3%	5%	-3%	1%	16	10%
CCCc1cnc2c(c1SCc1cccc(C)c1)c(=O)n(C)c(=O)n2C	.	.	.	.	-2%	-5	-10%
CSc1ccc(CN2CCC(CO)(CN3CCCC3)CC2)cc1	i	?	-2%	?	3%	9	3%
COc1ccc(-c2cc3c(=O)n(CC(=O)Nc4cc(F)ccc4F)ccn3n2)cc1OC	.	.	.	.	-11%	-4	12%
COc1cccc(Cn2ncc3c4sc(S(C)=O)cc4n(C)c3c2=O)c1 (configuration not stated)	0%	.	.	.	13%	14	.
CC1CCCCN1C(=O)c1ccc2c(c1)N(Cc1ccc(Cl)cc1)C(=O)c1ccccc1S2=O (configuration not stated)	.	.	.	.	-17%	9	-5%
Cc1ccc(Cn2c(=O)n(CCc3ccc(Cl)cc3)c(=O)c3ccccc32)cc1	.	.	.	.	-2%	-7	1%
Cc1nsc(NC(=O)NC23CC4CC(C2)CC(C(C)C)(C4)C3)n1	-3%	32µM*	-5%	?	-12%	-24	-28%
COc1ccccc1C(=O)N1CCC(C(=O)N2CCC(N3Cc4ccccc4C3=O)CC2)CC1	-7%	-21%	.	-13%	2%	12	?
COc1ccc(CCC(=O)N2CCC(Cc3n[nH]c(C)n3)CC2)cc1	i	1%	.	-18%	12%	-6	-3%
C=C1CC23CC(=O)C4C(CO)(CO)CCCC4(C)C2CCC1C3 (configuration not stated)	i	.	.	.	-8%	30	.
CC(=O)N1Cc2ccccc2OC2(CCN(C(=O)c3c(C)noc3C)CC2)C1	-3%	-17%	.	-14%	2%	-8	-20%
COc1cccc(CC(=O)N2CCC3(CC2)N=C(c2ccc(C)cc2)NO3)c1	i	?	-10%	?	-20%	-4	-17%
N#Cc1cnc(N2CC3CCC(C2)N3CC(F)(F)F)s1	-12%[88.5 µM]	-5%[172 µM]	.	-1%[138 µM]	4%[87.6 µM]	-3	8%[87.6 µM]
O=C(NC1CCCC1)c1ccc(CSc2nc3ccncc3n2Cc2ccc(F)cc2)cc1	.	.	.	.	-22%	-6	11%
C=CCN1CC2(CCC1=O)CCN(CC1CCCS(=O)(=O)C1)CC2 (configuration not stated)	-1%	i	-1%	1%	3%	4	-27%
CNC(=O)[C@H]1C[C@]2(CCCCN(CCOC)C2=O)N(C(=O)c2cccc(OC)c2)[C@H]1c1ccccc1	.	?	.	?	.	3	.
COc1ccc(NC(=O)CCc2nc3c(C)nn(-c4ccc(C)cc4)c3n(C)c2=O)cc1	.	.	.	.	5%	18	10%
c1ccc(N2CCC(Cn3ccnc3-c3cc4n(n3)CCCNC4)C2)cc1 (configuration not stated)	-7%	-26%	0%	?	?	7	8%
CCOC(=O)c1nc(Nc2ccccc2OC)c2ccccc2n1	.	.	.	.	-23%	14	15%
